Compound activity deposited in PubChem BioAssay by Broad Institute.
EWS-Fli inh: blocks EWS/Fli oncoprotein-driven transcription; A673 NR0B1-luciferase reporter, viability-normalised; inhibition, % at 12.6 µM; hit rate 0.67% among 350,000;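 active means mean inhibition of at least 50% after viability correction, with every replicate also passing that limit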;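 further: firefly luciferase signal divided by Alamar Blue viability fluorescence both relative to DMSO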
S100A4 inh HTS: inhibitors of human S100A4 binding to myosin IIA peptide | S100A4/TAMRA-MyoIIA peptide fluorescence polarization | inhibition, % at 10.7 µM | hit rate 0.14% among 360,000 | AID 652163;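 active means mean inhibition of at least 70% across replicates, with every replicate also reaching that level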
Target sequence (P26447 whole entry, looked up): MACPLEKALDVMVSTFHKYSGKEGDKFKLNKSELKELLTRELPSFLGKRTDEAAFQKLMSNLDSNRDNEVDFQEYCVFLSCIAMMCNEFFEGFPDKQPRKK
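Material: S100A4 monomer protein | Medium: HEPES pH 7.2 with CaCl2, KCl, NaCl, DTT, Triton | Reagent: Labelled myosin peptide probe, 5 nM | Doses: One dose per compound | Times: 5 min incubation before reading | Benchmarks: Neutral control DMSO, positive control TFP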
E-sel inducer: E-selectin induction on HUVECs | HUVEC E-selectin immunofluorescence imaging; normalized: neutral wells 0, TNF-alpha wells 100 | activation, % at 7.58 µM | hit rate 0.37% among 260,000 | AID 686992;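 active means mean E-selectin-positive cell signal at least 10% of the positive control, reached in at least 60% of replicates, without over 20% cell loss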;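 further: in these data hits start at about 27%; measured in HUVEC primary endothelial cells; signal is the percent of cells scored E-selectin positive by PE staining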
Target sequence (P16581 whole entry, looked up): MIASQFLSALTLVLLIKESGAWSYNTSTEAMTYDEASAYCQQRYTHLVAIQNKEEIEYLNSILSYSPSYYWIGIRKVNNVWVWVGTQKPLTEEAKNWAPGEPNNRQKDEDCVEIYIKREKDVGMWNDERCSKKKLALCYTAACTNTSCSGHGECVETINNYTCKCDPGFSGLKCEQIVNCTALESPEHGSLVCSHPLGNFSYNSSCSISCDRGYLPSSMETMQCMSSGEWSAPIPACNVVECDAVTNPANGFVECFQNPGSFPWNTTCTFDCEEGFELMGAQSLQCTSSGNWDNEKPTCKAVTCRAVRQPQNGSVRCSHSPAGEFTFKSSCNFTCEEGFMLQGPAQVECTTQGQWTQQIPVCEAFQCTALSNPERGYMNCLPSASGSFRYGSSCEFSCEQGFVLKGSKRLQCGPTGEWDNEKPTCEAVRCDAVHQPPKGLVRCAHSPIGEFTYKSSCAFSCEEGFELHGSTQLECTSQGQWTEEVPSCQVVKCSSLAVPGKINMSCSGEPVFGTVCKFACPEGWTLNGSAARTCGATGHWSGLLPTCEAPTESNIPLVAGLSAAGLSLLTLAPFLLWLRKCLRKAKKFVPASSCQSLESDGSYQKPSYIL
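Assay system: HUVEC primary endothelial cells. Input: 3,000 HUVEC seeded per well. Doses: one compound dose added by pin transfer. Read-out basis: % PE-positive cells. Benchmarks: TNF-alpha high, DMSO low. Detection: immunofluorescence imaging. Buffer or medium: EGM-2, gelatin.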
Xi reactivation: activators of X-chromosome reactivation in mouse fibroblasts. XiGFP mouse fibroblasts, % GFP-positive cells imaging, 3 d; cells co-treated with 5-aza-dC sensitizer; scaled so ellipticine positive control = 100%. activation, % at 7.58 µM. hit rate 0.055% among 360,000. AID 743238;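 active means mean normalized replicate activation at least 10% and every replicate at or above 10%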;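 further: 0% = median of on-plate neutral control wells and 100% = ellipticine 6 µM median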
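Material: SV40-immortalized XiGFP fibroblast cells, line 68-5-11 | Buffer or medium: DMEM containing 5-aza-dC | Dosing: One concentration, pinned | Times: 3 d treatment, 15 min room-temperature fixation | Controls: Ellipticine 6 µM positive control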
RAD52 anneal inh: blocks human RAD52 DNA annealing; P43351; recombinant RAD52 DNA annealing, FRET fluorescence; inhibition, % at 18.7 µM; hit rate 0.46% among 360,000; AID 651710;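 active means every replicate showing at least 50% inhibition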
RAD54 inh: inhibitors of human RAD54 branch migration. Q92698. inhibition, % at 10.4 µM. RAD54 Holliday junction branch migration, FAM/BHQ fluorescence. AID 602329. hit rate 0.14% among 360,000;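 active means mean normalized replicate activity at least 40 and at least half of replicates scoring 40 or more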;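 further: 0% = median of neutral control wells and 100% = median of positive control wells; inhibitors cause a drop in the FAM fluorescence signal; in these data hits start at about 50%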
esBAF inh: inhibitors of esBAF chromatin remodeling in mouse ES cells; Bmi1-luciferase knock-in reporter, 24 h; 100% = twice the neutral-well signal; reporter increase, % at 12.5 µM; hit rate 2% among 350,000; AID 602393; in the data active means activation above about 40%;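 further: 0% = median of the plate's neutral control wells and 100% = double that signal; a rise in the Bmi1 reporter signal indicates esBAF inhibition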
FN deposition inh: fibronectin deposition inhibition. AID 743247. hit rate 0.086% among 350,000. inhibition, % at 12.6 µM. AH1F fibroblasts, Alexa488-fibronectin deposition fluorescence, overnight;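 active means mean inhibition across replicates of 30% or more, regardless of how many single replicates reach that level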;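 further: positive control wells lacked labelled fibronectin entirely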
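Material: AH1F fibroblasts assembling fluorescent fibronectin matrix; amount: 10000 AH1F cells/well; medium: DMEM, 2% serum; reagent: Alexa488-fibronectin, 24 nM final in well; dosing: single compound dose, delivered by pin transfer; incubation: 1 h adhesion, overnight exposure; detection: fluorescence after three HBSS washes, excitation 485 nm, emission 525 nm; measure: fibronectin deposition inhibition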
* = called active by the depositor; · = no result given; & = joins results of further samples; ! = not confirmed by another sample.

SMILES | EWS-Fli inh | S100A4 inh HTS | E-sel inducer | Xi reactivation | RAD52 anneal inh | RAD54 inh | esBAF inh | FN deposition inh
COC(=O)C[C@H]1C[C@@H]2c3cc(NS(=O)(=O)c4ccc(F)cc4)ccc3O[C@@H]2[C@H](CO)O1 | 0 | -9 | -0.1 | 0.0 | 15 | -13 | 0 | 5
Cc1ccc(S(=O)(=O)N2CCOCC2)cc1NC(=O)CSc1nnnn1C | -3 | -1 | 0.0 | -0.1 | 3 | -3 | -5 | -3
C[C@H]1CN([C@@H](C)CO)S(=O)(=O)c2ccc(C#CC3CC3)cc2O[C@H]1CN(C)C(=O)CC1CC1 | -6 | -2 | 0.2 | -0.5 | 12 | -10 | 6 | -25
N#CC1=C(N)OC2=C(C(=O)CC(c3ccccc3)C2)C1c1ccc2c(c1)OCO2 (stereo not given) | -14 | -1 | · | -0.1 | -20 | · | · | -2
Cc1cc(=O)[nH]c(N/N=C/c2ccc(-c3ccc([N+](=O)[O-])cc3)o2)n1 | -2 | -4 | 0.1 | 0.1 | -11 | 6 | -9 | -3
COc1ccccc1C=NN=C(N)C(N)=NN=Cc1ccccc1OC | -13 | 0 | -0.1 | 0.2 | -16 | 0 | · | -2
COCC(=O)N1CCC2(CC1)CN(Cc1cccc(F)c1)[C@H](CO)c1c2c2ccc(OC)cc2n1C | -14 | 3 | 0.1 | 0.2 | -209 | · | · | ·
Nc1nn(-c2ccccc2)nc1C(=O)OCc1ccccc1 | -38 | -2 | · | 0.1 | -25 | -9 | 17 | 0
COc1cc(SC)ccc1C(=O)OCC(=O)NC(=O)NC(C)C | -8 | -3 | 7.1 | 0.0 | -19 | · | · | -13
CCC(=O)N1[C@H](CO)[C@@H](c2ccccc2)C12CN(Cc1ccccc1F)C2 | -4 | -7 | 0.5 | -0.1 | -24 | · | · | ·
CC(C)[C@@H](C)NC(=O)N(C)C[C@H]1OCc2ccccc2-c2c(n(C)c3ccccc23)C(=O)N([C@@H](C)CO)C[C@@H]1C | 8 | -9 | -0.5 | 0.1 | 9 | 2 | 3 | -7
O=C(O)c1cccc(NC(=S)N/N=C/c2cccnc2)c1 | -13 | 1 | · | 0.0 | -5 | · | · | 0
CC(C)(C)OC(=O)N1CCC(C(=O)Nc2ccc(C(=O)NCc3ccccc3)cc2)CC1 | 2 | -2 | 0.0 | 0.0 | -5 | -5 | -2 | -7
CNC[C@H]1Oc2ccc(NS(=O)(=O)c3cn(C)cn3)cc2CC(=O)N([C@H](C)CO)C[C@@H]1C | -3 | -3 | 0.0 | 0.9 | -8 | 17 | -4 | -7
CCOc1ccc(CN2CCNC(=O)C2CC(=O)O)cc1 (stereo not given) | -3 | -2 | · | 0.0 | -14 | · | 0 | 11
CN1C(=O)CC(N2CCC(C(N)=O)CC2)C1=O (stereo not given) | · | -1 | · | · | -13 | -14 | -6 | ·
CO[C@H]1CN(C)C(=O)c2cc(NC(=O)C3CC3)ccc2OC[C@H](C)N(Cc2ccncc2)C[C@@H]1C | 2 | -2 | 0.1 | 0.2 | 2 | 6 | 1 | -1
O=S(=O)(c1ccc(F)c(F)c1)N1CCN(CCc2ccccc2)CC1 | 1 | -3 | · | 0.0 | -9 | 1 | -2 | 0
CCOc1cc(-c2sc(Nc3ccccc3)n[n+]2C)ccc1OC | -2 | 1 | · | 0.0 | -14 | -12 | -4 | -11
Fc1ccc(-c2ccc(C3[C@@H]4CN(Cc5cccc(F)c5)C[C@H]3N4)cc2)cc1 (stereo not given in full) | -11&-11 | 11&-13 | -0.2&0.2 | 0.2&0.1 | 94*! | · | · | -4&14

Compounds shown so far with an aryl methoxy group:
SMILES | EWS-Fli inh | S100A4 inh HTS | E-sel inducer | Xi reactivation | RAD52 anneal inh | RAD54 inh | esBAF inh | FN deposition inh
COc1ccccc1C=NN=C(N)C(N)=NN=Cc1ccccc1OC | -13 | 0 | -0.1 | 0.2 | -16 | 0 | · | -2
COCC(=O)N1CCC2(CC1)CN(Cc1cccc(F)c1)[C@H](CO)c1c2c2ccc(OC)cc2n1C | -14 | 3 | 0.1 | 0.2 | -209 | · | · | ·
COc1cc(SC)ccc1C(=O)OCC(=O)NC(=O)NC(C)C | -8 | -3 | 7.1 | 0.0 | -19 | · | · | -13
CCOc1cc(-c2sc(Nc3ccccc3)n[n+]2C)ccc1OC | -2 | 1 | · | 0.0 | -14 | -12 | -4 | -11

New compounds follow
SMILES | EWS-Fli inh | S100A4 inh HTS | E-sel inducer | Xi reactivation | RAD52 anneal inh | RAD54 inh | esBAF inh | FN deposition inh
O=C(C[C@H]1CC[C@H]2[C@@H](COC[C@H](O)CN2S(=O)(=O)c2cccc(Cl)c2)O1)NCCCN1CCOCC1 | · | 13 | 0.0 | 0.0 | 6 | 3 | -9 | -3
COCC(=O)N1CCCCN2[C@H](CO)[C@H](c3ccc(-c4ccc(C)cc4)cc3)[C@H]2C1 | -3 | · | 0.4 | 0.5 | -4 | 2 | -1 | ·
Cc1noc(C)c1S(=O)(=O)Nc1ccc2c(c1)C(=O)N([C@@H](C)CO)C[C@@H](C)[C@H](CN(C)C(=O)NC(C)C)O2 | -3 | -5 | 0.0 | 0.1 | -2 | -1 | -4 | -10
C[C@@H]1CN([C@@H](C)CO)C(=O)c2cc(NC(=O)CCCCCC(=O)Nc3ccccc3N)ccc2O[C@H]1CN(C)S(=O)(=O)c1ccccc1 | 33 | 28 | -0.4 | -0.1 | 3 | · | · | ·
CCOC(=O)C1CCCN(S(=O)(=O)CCNC(=O)c2ccc(F)cc2)C1 (stereo not given) | -5 | -1 | -0.1 | 0.1 | -5 | 0 | -1 | -5
CC(=O)c1ccc(OC2(C)CCN(Cc3cc4ccccc4[nH]3)C2)cc1 (stereo not given) | 10 | -5 | 0.3 | 0.1 | -25 | -6 | -7 | -7
CN(CC(=O)Nc1ccccc1Cl)C(=O)COC(=O)c1ccc(S(=O)(=O)C(F)F)cc1 | -1 | -10 | · | 0.0 | -3 | -5 | -3 | -5
C[C@@H]1CN([C@H](C)CO)C(=O)c2cc(C#CC(C)(C)O)cnc2O[C@H]1CN(C)Cc1cccc(C(=O)O)c1 | -7 | 2 | 1.7 | -0.1 | 7 | 6 | 1 | -9
C[C@H](CO)N1C[C@H](C)[C@@H](CN(C)C(=O)Cc2ccccc2)OCCCC[C@H](C)Oc2ccc(NS(=O)(=O)c3ccc(F)cc3)cc2C1=O | 15 | · | 0.5 | 0.3 | · | 6 | 5 | ·
Cc1ccc(S(=O)(=O)Nc2ccc3c(c2)C(=O)N([C@H](C)CO)C[C@@H](C)[C@H](CN(C)C(=O)Nc2ccc4c(c2)OCO4)O3)cc1 | 2 | · | 3.1 | -0.1 | · | · | -8 | ·
COc1cc(C2C(C(=O)c3cccs3)=C(O)C(=O)N2CCN2CCOCC2)ccc1OCCC(C)C (stereo not given) | -2 | 19 | -0.2 | -0.2 | -20 | -5 | · | 5
CCNc1nc(NC(C)C)nc(Oc2ccc(OCCOc3ccc(C)cc3)nn2)n1 | · | -2 | · | · | 5 | -4 | 11 | ·
CCCSc1nc2sc3c(c2c(=O)[nH]1)CC(C)CC3 (stereo not given) | -35 | -3 | · | 0.0 | 0 | · | · | ·
CCCCC#Cc1ccc2c(c1)COc1c3ccccc3nn1-2 | -98 | -2 | · | 0.1 | 1 | -7 | 71* | -6
O=C(Nc1cccnc1)c1ccc([N+](=O)[O-])cc1Cl | -15 | 1 | · | -0.1 | -5 | 5 | · | -19
COc1ccc(Cl)cc1NS(=O)(=O)c1c(C)[nH]c(=O)[nH]c1=O | -18 | -9 | 0.4 | 0.3 | -10 | -3 | -18 | 6
O=C(C[C@H]1C[C@@H]2c3cc(NC(=O)c4ccc5c(c4)OCO5)ccc3O[C@@H]2[C@@H](CO)O1)NCCN1CCCCC1 | -3 | -8 | 0.0 | 0.1 | 10 | 13 | 4 | 10
CNC(=S)N1N=C(c2cccs2)CC1c1ccc(OC)cc1 (stereo not given) | 1 | -1 | · | -0.1 | -20 | 8 | -2 | 4
O=C(Nc1ccc(F)cc1)c1cccc2ccccc12 | -31 | 0 | 0.3 | 0.3 | -14 | -3 | 25 | 2
C[C@@H]1CN([C@@H](C)CO)C(=O)Cc2cc(NS(=O)(=O)c3ccc(F)cc3)ccc2O[C@@H]1CN(C)S(=O)(=O)c1cccs1 | -5 | 6 | 0.9 | -1.1 | 19 | 0 | 5 | ·
CN1CCN(S(=O)(=O)c2ccc(N3CCN(C(c4ccccc4)c4ccccc4)CC3)nc2)CC1 | 3 | -4 | -0.7 | 0.0 | -9 | -2 | 0 | 3
COc1ccccc1N1CCN(CC(=O)c2c[nH]c3ccccc23)CC1 | 2 | -5 | 0.0 | 0.1 | -30 | -10 | 12 | 5
CC1=C(C#N)C(/C=N/OCc2ccc(Cl)cc2)CC(=O)N1 (stereo not given) | 6 | 1 | 2.4 | 0.2 | -36 | · | · | 3
CCNC(=S)N(Cc1cccs1)Cc1cc2cc(OCC)ccc2[nH]c1=O | · | · | · | 0.1 | · | 1 | 0 | -5
COc1ccc(C(C(=O)NCC2CCCO2)N(C(=O)c2snc(C(N)=O)c2N)c2ccccc2C)cc1OC (stereo not given) | · | -4 | · | 0.0 | 1 | -1 | 1 | 3
Cc1ccc(CNc2ccccc2C(=O)O)s1 | 1 | 1 | -1.8 | 0.1 | -31 | -5 | 2 | -11
COc1ccc(C(=O)N2CCN(c3ccc(NC(=O)Cc4ccccc4)cc3)CC2)cc1 | 9 | 1 | -0.4 | 0.0 | -30 | 8 | 4 | 1
CC(=O)N1CCCCN2[C@H](CO)[C@@H](c3ccc(-c4ccncc4)cc3)[C@@H]2C1 | -7 | 13 | 0.3 | 0.0 | 1 | 13 | 3 | ·
C[C@H](CO)NC(=O)c1nc[nH]c1C(=O)N[C@H](C)c1ccccc1 | -4 | -1 | · | -0.1 | -9 | -11 | -2 | -5
CO[C@@H]1CN(C)C(=O)c2ccc(NS(=O)(=O)c3ccccc3)cc2OC[C@H](C)N(Cc2ccccn2)C[C@@H]1C | 6 | -1 | -0.1 | 0.1 | -5 | 10 | -3 | -10
Cc1ccc(CNC(=O)c2cc(COc3c(F)cccc3F)on2)s1 | -3 | 0 | · | 0.6 | -16 | 0 | 0 | 2
Cc1ccc(S(=O)(=O)N2CCC(C(=O)N[C@@H](C)C(=O)NCCc3ccccc3)CC2)cc1 | · | 1 | · | · | 4 | 6 | 5 | -12
O=C(O)c1ccc2c(c1)C1C=CCC1C(c1cc3c(cc1Br)OCO3)N2 (stereo not given) | 13 | -2 | 0.0 | 0.3 | -7 | · | · | 0
CN(CCCNC(=O)CCCOc1cc(=O)n(C)c2ccccc12)Cc1ccccc1 | 13 | -1 | · | -0.1 | -1 | -3 | -3 | -3
COC(=O)[C@@H]1CCCN1C(=O)CCc1nnc(CCc2c[nH]c3ccccc23)o1 | 12 | -3 | 2.5 | 0.0 | -17 | 7 | 22 | -4
COc1ccc(C2CC(=O)c3ccccc3O2)cc1 (stereo not given) | -143 | 10 | 0.0 | -0.1 | -3 | 1 | 61* | 13
